MsrA act – activators of bovine methionine sulfoxide reductase A; purified bovine MsrA, absorbance read-out; activation, % at 10.6 µM; 360,000 compounds, 0.3% hits; in the data active = activation above about 7.5%;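 also: 0% = vehicle and 100% = reference activator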
MsrA inhibitor – bovine MsrA inhibition; purified bovine MsrA, absorbance read-out; inhibition, % at 15.5 µM; 360,000 compounds, 0.75% hits; AID 651718; in the data active = inhibition above about 4.5%;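 also: 0% = vehicle wells with enzyme and 100% = reference inhibitor wells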
CSN deneddyl inh – CSN deneddylation inhibition; 360,000 compounds, 0.38% hits; Q92905; inhibition, % at 12.5 µM; Purified CSN, SCF-Nedd8-OG deneddylation, fluorescence polarization;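 active = pattern-corrected inhibition above about 35%, with an unprinted fluorescence ratio check between 0.5 and 1.5, limit read from the data, passing the limit was not always enough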;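 also: 0% = enzyme with substrate and 100% = substrate without enzyme; some results filed as inactive read as strong as hits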
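Schedule: reaction 90 min, room temperature / Assay system: HEK293T-derived human Csn5 enzyme / Input: Csn5 at 0.24 nM final / Measure: inhibition of Csn5 cleavage, % / Control set: substrate-only high control, full reaction low control / Technique: fluorescence polarization of the substrate / Buffer or medium: Tris/NaCl/DTT buffer, pH 7.5 / Reagent: SCFSkp2-Nedd8OG substrate at 10 nM final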
FAS TE block – inhibitors of human fatty acid synthase thioesterase domain; recombinant FAS-TE, OMFH fluorogenic substrate, fluorescence endpoint; inhibition, % at 15 µM; 360,000 compounds, 0.67% hits;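 active = compounds whose normalised, plate-corrected inhibition of enzyme fluorescence in the single-dose primary screen is 50% or more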;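 also: 0% = DMSO with enzyme and 100% = substrate without enzyme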
Neddyl block – inhibitors of human cullin neddylation | P61081+Q13564 | TR-FRET cullin neddylation, biochemical | calls only at 25 µM | 360,000 compounds, 0.58% hits | AID 651699; in the data active = inhibition above about 36%
MLLE-PAM2 inh – blocks PAM2 peptide binding to the PABP1 MLLE domain. P11940. GST-MLLE / FITC-PAM2 fluorescence polarization. inhibition, % at 20 µM. 360,000 compounds, 0.36% hits. AID 588489; in the data active = inhibition above about 35%, passing the limit was not always enough;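 also: plate controls were DMSO wells with GST-MLLE for no effect and wells lacking GST-MLLE protein for full effect; some results filed as inactive read as strong as hits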
TbMetRS inhib – Trypanosoma brucei MetRS inhibition; purified T. brucei MetRS, ATP depletion, Kinase-Glo luminescence; inhibition, % at 11.9 µM; 360,000 compounds, 0.4% hits;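 active = inhibition above a per-plate cutoff of the control wells' mean inhibition plus 3 SD, cut at about 5.5% in these data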;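 also: 0% = DMSO wells median and 100% = median of wells with control inhibitor compound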
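Test system – parasite MetRS enzyme · Reagent – substrates ATP, L-methionine and bulk Escherichia coli tRNA · Doses – 11.9 µM compound single dose, 0.9% DMSO · Times – 15 min enzyme-compound preincubation, 2 h reaction, 10 min detection, 25 °C · Signal – Kinase-Glo luminescence, ATP depletion format · Controls – DMSO-only wells as low control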
Rin1 Abl inh – inhibitors of human Rin1-Abl protein interaction. P00519+Q13671. TR-FRET Rin1/Abl binding, biochemical. inhibition, % at 7.35 µM. 360,000 compounds, 0.4% hits. AID 588664; in the data active = inhibition above about 5%, passing the limit was not always enough
Target sequence (P00519 whole entry, looked up): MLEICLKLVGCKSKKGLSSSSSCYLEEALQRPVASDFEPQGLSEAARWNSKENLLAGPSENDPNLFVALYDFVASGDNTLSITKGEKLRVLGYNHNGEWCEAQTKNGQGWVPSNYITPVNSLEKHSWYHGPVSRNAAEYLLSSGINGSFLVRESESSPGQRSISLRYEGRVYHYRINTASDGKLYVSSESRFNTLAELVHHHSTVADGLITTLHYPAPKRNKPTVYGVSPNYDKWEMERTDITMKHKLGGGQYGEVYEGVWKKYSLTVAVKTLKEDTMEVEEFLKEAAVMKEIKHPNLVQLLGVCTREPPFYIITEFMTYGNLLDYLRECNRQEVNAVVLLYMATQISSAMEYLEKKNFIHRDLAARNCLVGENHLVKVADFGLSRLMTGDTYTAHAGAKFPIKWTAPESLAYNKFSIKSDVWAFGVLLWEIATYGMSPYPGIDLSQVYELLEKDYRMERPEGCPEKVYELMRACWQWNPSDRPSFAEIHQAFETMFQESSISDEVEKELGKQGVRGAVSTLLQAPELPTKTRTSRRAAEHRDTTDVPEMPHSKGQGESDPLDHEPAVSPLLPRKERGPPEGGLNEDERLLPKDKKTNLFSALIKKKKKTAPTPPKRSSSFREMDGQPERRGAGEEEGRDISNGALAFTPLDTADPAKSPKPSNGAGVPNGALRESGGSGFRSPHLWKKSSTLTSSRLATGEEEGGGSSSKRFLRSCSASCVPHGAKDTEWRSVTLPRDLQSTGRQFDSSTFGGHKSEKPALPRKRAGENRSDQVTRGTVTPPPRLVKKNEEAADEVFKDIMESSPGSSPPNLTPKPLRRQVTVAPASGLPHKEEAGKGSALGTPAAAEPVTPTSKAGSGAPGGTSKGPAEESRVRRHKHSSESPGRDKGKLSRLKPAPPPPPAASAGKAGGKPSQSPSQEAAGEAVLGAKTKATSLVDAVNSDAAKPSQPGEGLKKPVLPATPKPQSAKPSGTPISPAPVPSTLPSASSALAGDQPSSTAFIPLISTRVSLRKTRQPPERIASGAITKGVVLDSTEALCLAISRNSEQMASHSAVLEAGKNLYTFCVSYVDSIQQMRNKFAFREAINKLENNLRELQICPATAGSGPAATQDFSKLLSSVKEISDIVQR
Target sequence (Q13671 whole entry, looked up): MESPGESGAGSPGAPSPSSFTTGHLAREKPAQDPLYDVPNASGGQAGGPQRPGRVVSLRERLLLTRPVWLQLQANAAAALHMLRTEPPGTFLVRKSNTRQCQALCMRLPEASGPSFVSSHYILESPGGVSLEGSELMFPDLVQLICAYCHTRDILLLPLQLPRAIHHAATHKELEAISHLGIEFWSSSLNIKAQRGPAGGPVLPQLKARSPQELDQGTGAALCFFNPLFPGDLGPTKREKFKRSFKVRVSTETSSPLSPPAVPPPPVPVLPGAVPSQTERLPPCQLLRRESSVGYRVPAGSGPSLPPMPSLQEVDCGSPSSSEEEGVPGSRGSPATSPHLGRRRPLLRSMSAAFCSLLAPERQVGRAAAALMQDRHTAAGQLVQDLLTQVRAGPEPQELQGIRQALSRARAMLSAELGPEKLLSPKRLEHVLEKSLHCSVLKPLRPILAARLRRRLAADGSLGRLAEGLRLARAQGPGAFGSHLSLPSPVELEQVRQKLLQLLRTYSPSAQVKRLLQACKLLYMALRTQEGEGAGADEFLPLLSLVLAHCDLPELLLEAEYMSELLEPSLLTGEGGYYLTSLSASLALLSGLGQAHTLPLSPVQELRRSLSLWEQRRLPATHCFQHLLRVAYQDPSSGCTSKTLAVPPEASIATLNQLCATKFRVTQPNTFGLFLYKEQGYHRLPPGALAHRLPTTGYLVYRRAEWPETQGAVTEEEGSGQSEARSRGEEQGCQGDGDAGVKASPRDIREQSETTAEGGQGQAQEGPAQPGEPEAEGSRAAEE
eLon inh – inhibitors of E. coli Lon protease; inhibition, % at 7.94 µM; purified E. coli Lon protease, fluorescence polarization; 360,000 compounds, 0.42% hits; P0A9M0; in the data active = inhibition above about 13%, passing the limit was not always enough;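 also: 0% = enzyme with probe and DMSO and 100% = no enzyme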
Numbers without * were called inactive; i = inactive; / = not tested or not shown; + = active, no number.

Every second line gives: Rin1 Abl inh	eLon inh	MsrA inhibitor	MsrA act	FAS TE block	CSN deneddyl inh	Neddyl block	TbMetRS inhib	MLLE-PAM2 inh
O=C(CSCC(=O)N1CCCCC1)Nc1nc(-c2ccc(Cl)s2)cs1
→ -2.6	-1.3	1.4	-1.4	24.0	4.4	i	0.4	22.5
Cc1c(C)n(Cc2ccccc2)c2ccc(C(=O)NCCCN3CCOCC3)cc12
→ 2.6	-0.2	0.5	-2.4	-1.1	-1.5	i	-0.3	4.6
COC(c1ccccc1)c1c(-c2ccccc2)nn(C)c1Cl (stereo not drawn)
→ 0.8	-8.1	-1.4	-5.0	1.1	0.0	i	-1.6	-6.2
Brc1ccc(-n2cnc(-c3ccccc3)c2)cc1
→ -3.6	7.8	0.5	-2.6	15.8	1.5	i	0.0	8.7
Cc1ccc(OCCCC(=O)Nc2ccc3c(c2)OCO3)cc1
→ 3.7	-1.3	0.6	-3.1	-3.6	-1.4	i	-0.7	7.3
Cn1ccc(C(=O)NC(=S)Nc2ccc([N+](=O)[O-])cc2O)n1
→ -5.0	1.2	2.3	-1.6	3.5	3.3	i	-0.3	36.2
O=C(NCc1nc(-c2ccc(C(F)(F)F)cc2)no1)Nc1cc(Cl)cc(Cl)c1
→ -1.5	2.6	-0.2	-7.0	31.5	-6.6	i	-0.8	4.5
Cc1nn(-c2ccccc2)c2c1P(=O)(O)/C(=C1\N(C)c3ccccc3C1(C)C)C=N2
→ 2.9	0.5	0.0	-13.1	-10.3	5.5	+	-1.1	-22.7
CCCc1cc(=O)oc2cc(OCC(=O)N3CC[C@@]4(O)CCCC[C@H]4C3)ccc12
→ 0.3	-8.4	0.8	-2.5	1.7	-2.6	i	-0.8	-6.0
Cc1sc(NC(=O)c2ccco2)c(C(c2ccncc2)N2CCOCC2)c1C (stereo not drawn)
→ -0.9	4.3	3.5	-3.8	-1.1	-1.2	i	0.2	18.6
O=C(Nc1cccc(C(=O)Nc2cccc(C(F)(F)F)c2)c1)c1ccc(=O)[nH]c1
→ 1.8	-0.3	0.2	1.2	-1.6	3.9	i	-0.2	-1.2
O=c1cc(CN2CCN(Cc3ccc(F)cc3)C(CCO)C2)[nH]c2ccccc12 (stereo not drawn)
→ -1.9	4.7	-0.6	-3.5	-8.7	-3.7	i	-0.8	-8.9
CCC1=[N+](CC(=O)c2ccc(Br)cc2)CCn2c(C)ccc21
→ 3.2	-31.1	0.5	-3.4	-3.4	4.5	i	0.2	-40.0
COc1ccccc1CN1C(=O)CNC1=S
→ 0.3	-0.3	/	-2.8	-8.5	1.1	i	0.6	-55.5
O=C(CCSc1ccc(Cl)cc1)NN=C1CCCCCC1
→ 2.6	0.1	0.1	-7.5	-0.8	-10.2	i	2.6	10.9
Cc1ccnc(N2CCN(C(=O)CSc3nc4ccccc4nc3N3CCCCC3)CC2)c1
→ -1.0	-2.5	0.6	-2.9	18.9	0.3	i	-0.8	-0.8
CS(=O)(=O)NCCSCc1c(F)cccc1Cl
→ 2.4	-10.7	0.0	0.5	-4.9	-1.4	i	-0.2	-13.2
CC(C)NC(=O)C1CCCN(S(=O)(=O)c2cccs2)C1 (stereo not drawn)
→ -3.5	-5.9	1.6	-4.8	-6.3	3.8	i	-0.6	-12.5
O=C(CCNC(=O)c1ccc(Br)cc1)Nc1cc(Cl)ccc1-n1cncn1
→ 1.5	-3.1	0.5	-2.2	5.9	-0.5	i	-0.1	-9.8
CC(NCc1ccc2c(c1)OCO2)C(=O)NC1CCCCC1 (stereo not drawn)
→ 0.2	-11.0	0.5	0.4	-4.1	2.3	i	-0.4	-0.7
CN(CC(=O)Nc1ccc(F)cc1[N+](=O)[O-])Cc1ccccc1
→ -2.8	-3.0	1.6	-1.2	6.6	-0.4	i	-0.3	8.8
Cc1cc2[nH]c3c4ccccc4nc(C)c3c2cc1C
→ -0.8	-2.0	-0.2	1.6	23.6	13.2	/	-0.2	-1.6
COc1cc(/C=N/NC(=O)c2cccnc2)ccc1OCC(=O)Nc1ccccc1Cl
→ 4.0	2.4	-1.2	-2.6	0.5	145.7*	/	-0.3	-10.1
O=C(CSc1nc(-c2ccc(F)cc2)cs1)N1CCOCC1
→ -3.4	-7.7	-0.3	-2.3	-2.7	3.2	i	-0.3	5.1
CCCn1c(SCC(=O)N2c3ccccc3CC2C)n[nH]c1=O (stereo not drawn)
→ -0.9	-10.9	-0.9	-0.4	-0.6	2.7	i	-0.3	-21.0
COc1cccc(CC(=O)Nc2ccccc2N2CCCC2)c1
→ 0.8	-12.1	-1.7	-0.5	-0.4	1.5	i	0.0	5.1
CCOc1ccc(CCNC(=O)COC(=O)c2ccc(F)c(S(=O)(=O)N3CCOCC3)c2)cc1OCC
→ 2.3	8.7	0.2	0.4	-4.3	-3.2	i	-0.4	1.7
CCOc1ccc(C2N(c3ccc(F)cc3)C(=O)C3CCCN32)cc1 (stereo not drawn)
→ 1.9	-6.8	-0.4	-0.6	-8.1	1.2	i	0.1	-8.8
CC(=O)Nc1sc(N/N=C/c2ccc(O)cc2)nc1-c1ccc(C)cc1
→ -5.0	-0.1	1.1	-7.7	3.9	-1.5	i	-1.2	-19.5
COc1ccc(C(CCN2CCOCC2)c2c(OC)cc(OC)c3ccc(=O)oc23)cc1 (stereo not drawn)
→ -4.1	-4.3	2.3	-5.4	-4.8	-2.4	i	-1.4	-0.6

Just CSN deneddyl inh and FAS TE block, for some of the entries so far:
molecule	CSN deneddyl inh	FAS TE block
COc1cccc(CC(=O)Nc2ccccc2N2CCCC2)c1	1.5	-0.4
CCOc1ccc(CCNC(=O)COC(=O)c2ccc(F)c(S(=O)(=O)N3CCOCC3)c2)cc1OCC	-3.2	-4.3

Next section:
Every second line gives: Rin1 Abl inh	eLon inh	MsrA inhibitor	MsrA act	FAS TE block	CSN deneddyl inh	Neddyl block	TbMetRS inhib	MLLE-PAM2 inh
CCOC(=O)c1c(C)n(C)c2ccc(OC)c(NC(=O)CCN3CCC(Cc4ccccc4)CC3)c12
→ 1.1	-3.1	-1.6	-0.3	-4.9	-3.2	i	-0.1	5.8
O=C(CCc1ccccc1)NNC(=O)C12CC3CC(CC(C3)C1)C2
→ -0.6	0.4	0.2	-11.4	-2.7	-7.1	i	-1.1	5.0
C=CCn1c(C)cc(C(=O)CSc2nnc(NCc3ccccc3)s2)c1C
→ -1.3	9.9	0.9	-1.3	6.8	-1.6	i	1.0	-9.2
O=C(COC(=O)c1cnc(Cl)c(Cl)c1)NCc1ccco1
→ -5.1	11.0	3.4	-3.5	9.4	-8.2	i	-0.7	9.4
COc1ccc(NC(=O)CN2C(=O)NC3(CCCC3)C2=O)cc1S(=O)(=O)N1CCCCC1
→ 2.5	-4.7	-0.1	-2.3	-3.9	3.1	i	0.1	-17.3
Cc1ccc(NS(=O)(=O)c2c(C)[nH]c(=O)[nH]c2=O)c(C)c1
→ -0.3	-12.8	0.2	-1.4	-3.2	-0.8	i	-0.6	11.4
Cc1nc2ccccc2cc1OCc1ccccc1
→ -2.3	-4.6	0.2	-0.6	10.1	3.7	i	0.4	-4.3
CC(=O)NCCc1ccc(C(=O)COC(=O)C2CCCCC2)cc1
→ 1.6	6.5	-0.8	-1.7	-5.5	49.6	i	-0.2	-7.8
O=S(=O)(NC1=NCCCCCC1)c1cccs1
→ -1.4	-4.0	0.7	-0.7	-3.8	-1.3	i	0.3	1.0
CCCCn1c(SCC2CCCCO2)nc2cc(S(N)(=O)=O)ccc21 (stereo not drawn)
→ -0.2	2.3	-0.7	0.8	0.2	1.9	i	0.1	-60.6
C/C(=N/N1CCN(c2ccccn2)CC1)c1cccc([N+](=O)[O-])c1
→ -3.2	4.3	0.4	-0.6	15.2	2.8	i	0.0	6.4
O=[N+]([O-])c1ccc(/C=N/Nc2nc(NCc3ccccc3)nc(N3CCOCC3)n2)cc1
→ -0.7	-2.2	0.9	-4.3	33.5	-7.4	i	-0.7	-2.7
Cc1ccc(C)c(N2C(=O)C3C4C=CC(CC4)C3C2=O)c1 (stereo not drawn)
→ -1.8	2.9	-0.3	-2.8	-5.2	-4.5	i	0.0	-3.6
COc1ccccc1OCc1nnc(SCC(=O)NCc2ccco2)n1-c1ccccc1
→ 3.6	-9.9	-0.4	-10.5	-6.8	5.7	i	-1.2	-19.8
O=C(CCCc1ccccc1)NC12CC3CC(CC(C3)C1)C2
→ -0.8	-6.7	-0.2	-9.4	19.0	2.8	i	-2.0	12.0
CNC(=S)Nc1ccc2[nH]c(=O)[nH]c2c1
→ -0.5	3.2	-0.4	-1.2	-1.4	0.9	i	-0.2	3.6
NC(=O)c1ccc(NC(=O)COC(=O)c2cc([N+](=O)[O-])ccc2N2CCOCC2)cc1
→ -3.2	-0.7	2.0	-5.1	36.4	1.5	i	-0.2	-3.8
COc1ccc(/C=N/NC(=O)c2ccn[nH]2)cc1COc1ccc([N+](=O)[O-])c(C)c1
→ -3.1	-2.7	1.8	-0.8	-7.2	-1.8	i	0.8	-2.7
CCNc1nc(OC)nc(Oc2ccc(=O)n(-c3ccccc3)n2)n1
→ -0.7	-9.2	1.1	-10.7	-17.0	-4.1	i	-1.7	-2.0
CS(=O)(=O)N(CC(=O)Nc1ccc(C(N)=O)cc1)C1CCCCC1
→ 2.1	-0.8	-0.1	-1.9	-8.5	0.3	i	-0.7	11.4
CNC(=O)C1CC(=O)N(Cc2ccc3c(c2)OCO3)C(=Nc2ccc(F)cc2)S1 (stereo not drawn)
→ -1.4	5.6	-0.2	-2.7	8.5	1.2	i	-0.3	-8.8
COc1ccc(C2=NS(=O)(=O)N(C)C(C(=O)Nc3cc(OC)c(OC)c(OC)c3)=C2)cc1
→ -2.3	-2.4	0.8	-3.3	10.5	-3.3	i	-0.2	4.2
C=CCOc1ccc(/C=C2/C(=N)N3N=C(CC(=O)N4CCCC4)SC3=NC2=O)cc1OC
→ -3.4	-11.9	-0.5	-2.6	-2.8	4.2	i	-0.2	-12.9
CCCCC(=O)NC(=S)NNC(=O)CC#N
→ -1.6	2.9	1.7	2.2	-3.5	1.9	i	-0.1	31.4

Compound activity (PubChem)
